# Bioassay records as filed in PubChem.
# procasp3 activ = procaspase-3 (human) activation | P42574 | recombinant procaspase-3 D3A, Ac-DEVD-pNA absorbance 405 nm | activation, % at 8.5 µM | 330,000 compounds, 0.11% hits | AID 463141;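 active means activation above the mean of all tested compounds plus 3 SD, cut at about 21% in these data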;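 further: 0% = DMSO alone and 100% = DMSO wells spiked with extra 5 µM PC-3 D3A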
#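 assay system = Procaspase-3 D3A mutant | signal = absorbance at 405 nm, 0 and 120 min | times = 1 h preincubation plus 2 h reaction at 25 °C | repeats = single replicate | read-out = % activation between DMSO and enzyme-spiked controls | medium = Zinc-free HEPES saline buffer with Triton X-100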
# TPT1 inh = blocks Candida albicans tRNA 2'-phosphotransferase. 300,000 compounds, 0.81% hits. recombinant caTPT1, FP RNA substrate dephosphorylation. inhibition, % at 5 µM;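 active means inhibition above the mean of all tested compounds plus 3 SD, set per screening campaign, cut at about 24% in these data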;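 further: plate controls were DMSO alone for no effect and ferristatin control at 100 nM for full effect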
# proCasp7 act = counter-screen: procaspase-7 (human) activation | recombinant procaspase-7, Ac-DEVD-pNA absorbance 405 nm; D23A/D198A/D206A triple mutant, cannot self-cleave; scale: DMSO 0, 5 µM enzyme 100 | AID 463210 | activation, % at 8.5 µM | P55210 | 330,000 compounds, 0.093% hits;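 active means percent activation above the screen-wide mean plus 3 SD, cut at about 25% in these data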
#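 Assay system – Uncleavable procaspase-7 mutant enzyme · Quantity – 2 µM procaspase-7 mutant as dispensed · Times – 1 h preincubation, 2 h reaction · Dosing – single nominal 8.5 µM compound dose, 0.8% DMSO final · Buffer or medium – Zinc-free 50 mM HEPES buffer, pH 7.4, with NaCl and Triton X-100 · Detection – Epi-absorbance of released pNA at 405 nm, two timepoints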
# PP1 inh = counter-screen for PP5 inhibitors: inhibitors of human PP1-alpha; inhibition, % at 6.7 µM; AID 2235; P62136; 320,000 compounds, 0.9% hits; purified PP1alpha, OMFP fluorescence;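 active means inhibition above the mean inhibition of all tested compounds plus 3 SD, computed separately for each screening campaign, cut at about 15% in these data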
# Fh CTSL1 inh = cathepsin L1 inhibition, PFM18AAP counter-screen | inhibition, % at 5.96 µM | recombinant F. hepatica cathepsin L1, Z-Leu-Arg-MCA fluorescence | 300,000 compounds, 0.49% hits;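 active means inhibition above the mean of all tested compounds plus 3 SD, set per screening campaign, cut at about 17% in these data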;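 further: 0% = plate median of test compound wells and 100% = 1 µM Z-Phe-Ala-diazomethylketone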
# GASC-1 inh = human JMJD2C demethylase inhibition. GST-JMJD2C(1-420) H3K9me3 demethylation, DELFIA europium. inhibition, % at 2.35 µM. 330,000 compounds, 0.069% hits;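 active means more than half of a compound's replicate wells show inhibition beyond 50%, single wells judged on their own value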;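 further: signal counts dimethyl H3K9 product captured on neutravidin plate; 0% = median of DMSO wells and 100% = 0.3 times that DMSO median; strong numbers were not always called active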
# HCV core dimer = blocks dimerization of HCV core protein; TR-FRET GST/Flag-core106 dimerization, 1536-well; inhibition, % at 5 µM; 300,000 compounds, 0.33% hits; AID 1899;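 active means inhibition above the mean of all tested compounds plus 3 SD, set per screening campaign, cut at about 45% in these data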
#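 Test system: GST/Flag-tagged HCV core106 proteins; Medium: KF-containing HEPES buffer, pH 7.45, DTT, CHAPS, BSA; Times: compound-protein-antibody incubation 4 h at 22.5 °C; Detection: TR-FRET 671 and 617 nm emission; Benchmarks: wells lacking GST-core106 and wells with excess unlabelled core106.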
# PP5 inh = inhibitors of human protein phosphatase 5 (PP5); P53041; purified PP5c, OMFP substrate fluorescence; inhibition, % at 6.7 µM; 320,000 compounds, 0.18% hits;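 active means inhibition above the campaign's mean inhibition across all tested compounds plus 3 SD, cut at about 9.5% in these data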;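 further: 0% = DMSO only and 100% = 100 µM cantharidin control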
# Efflux pump mplx = blocks antifungal efflux pumps in multiplex yeast assay; S. cerevisiae Candida pump triplex, Nile Red efflux; inhibition, % at 10 µM; AID 485275; 330,000 compounds, 0.44% hits;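 active means plate passing quality check with inhibition over a set limit, or well fluorescence over plate mean plus 4 SD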;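 further: Nile Red retained in pooled yeast measured as flow cytometry median fluorescence; 0% = buffer negative control and 100% = Enniatin B positive control; higher means more Nile Red kept so more efflux inhibition; some compounds called inactive have numbers as strong as hits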
# * marks the source's active call; other numbers are inactive results. The list is partial. The share of hits here may be higher or lower than overall.
SMILES,procasp3 activ,TPT1 inh,proCasp7 act,PP1 inh,Fh CTSL1 inh,GASC-1 inh,HCV core dimer,PP5 inh,Efflux pump mplx
CC[C@@H]1C(=O)OC[C@@H]1Cc1cncn1C,6.1,0.1,1.4,-4.5,5.5,4.5,6.7,-1.2,-0.1
